Cav32 inh: inhibitors of human Cav3.2 T-type calcium channel | B-score at 10 µM | Cav3.2-expressing cells, Fluo-4 calcium fluorescence FDSS; stronger effect = lower value | O95180 | 100,000 tested, 4% active;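 active means single-dose well whose peak fluorescence ratio is a statistical outlier from its plate by either plate-standardised score or position-corrected B-score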
Target sequence (O95180 whole entry, looked up): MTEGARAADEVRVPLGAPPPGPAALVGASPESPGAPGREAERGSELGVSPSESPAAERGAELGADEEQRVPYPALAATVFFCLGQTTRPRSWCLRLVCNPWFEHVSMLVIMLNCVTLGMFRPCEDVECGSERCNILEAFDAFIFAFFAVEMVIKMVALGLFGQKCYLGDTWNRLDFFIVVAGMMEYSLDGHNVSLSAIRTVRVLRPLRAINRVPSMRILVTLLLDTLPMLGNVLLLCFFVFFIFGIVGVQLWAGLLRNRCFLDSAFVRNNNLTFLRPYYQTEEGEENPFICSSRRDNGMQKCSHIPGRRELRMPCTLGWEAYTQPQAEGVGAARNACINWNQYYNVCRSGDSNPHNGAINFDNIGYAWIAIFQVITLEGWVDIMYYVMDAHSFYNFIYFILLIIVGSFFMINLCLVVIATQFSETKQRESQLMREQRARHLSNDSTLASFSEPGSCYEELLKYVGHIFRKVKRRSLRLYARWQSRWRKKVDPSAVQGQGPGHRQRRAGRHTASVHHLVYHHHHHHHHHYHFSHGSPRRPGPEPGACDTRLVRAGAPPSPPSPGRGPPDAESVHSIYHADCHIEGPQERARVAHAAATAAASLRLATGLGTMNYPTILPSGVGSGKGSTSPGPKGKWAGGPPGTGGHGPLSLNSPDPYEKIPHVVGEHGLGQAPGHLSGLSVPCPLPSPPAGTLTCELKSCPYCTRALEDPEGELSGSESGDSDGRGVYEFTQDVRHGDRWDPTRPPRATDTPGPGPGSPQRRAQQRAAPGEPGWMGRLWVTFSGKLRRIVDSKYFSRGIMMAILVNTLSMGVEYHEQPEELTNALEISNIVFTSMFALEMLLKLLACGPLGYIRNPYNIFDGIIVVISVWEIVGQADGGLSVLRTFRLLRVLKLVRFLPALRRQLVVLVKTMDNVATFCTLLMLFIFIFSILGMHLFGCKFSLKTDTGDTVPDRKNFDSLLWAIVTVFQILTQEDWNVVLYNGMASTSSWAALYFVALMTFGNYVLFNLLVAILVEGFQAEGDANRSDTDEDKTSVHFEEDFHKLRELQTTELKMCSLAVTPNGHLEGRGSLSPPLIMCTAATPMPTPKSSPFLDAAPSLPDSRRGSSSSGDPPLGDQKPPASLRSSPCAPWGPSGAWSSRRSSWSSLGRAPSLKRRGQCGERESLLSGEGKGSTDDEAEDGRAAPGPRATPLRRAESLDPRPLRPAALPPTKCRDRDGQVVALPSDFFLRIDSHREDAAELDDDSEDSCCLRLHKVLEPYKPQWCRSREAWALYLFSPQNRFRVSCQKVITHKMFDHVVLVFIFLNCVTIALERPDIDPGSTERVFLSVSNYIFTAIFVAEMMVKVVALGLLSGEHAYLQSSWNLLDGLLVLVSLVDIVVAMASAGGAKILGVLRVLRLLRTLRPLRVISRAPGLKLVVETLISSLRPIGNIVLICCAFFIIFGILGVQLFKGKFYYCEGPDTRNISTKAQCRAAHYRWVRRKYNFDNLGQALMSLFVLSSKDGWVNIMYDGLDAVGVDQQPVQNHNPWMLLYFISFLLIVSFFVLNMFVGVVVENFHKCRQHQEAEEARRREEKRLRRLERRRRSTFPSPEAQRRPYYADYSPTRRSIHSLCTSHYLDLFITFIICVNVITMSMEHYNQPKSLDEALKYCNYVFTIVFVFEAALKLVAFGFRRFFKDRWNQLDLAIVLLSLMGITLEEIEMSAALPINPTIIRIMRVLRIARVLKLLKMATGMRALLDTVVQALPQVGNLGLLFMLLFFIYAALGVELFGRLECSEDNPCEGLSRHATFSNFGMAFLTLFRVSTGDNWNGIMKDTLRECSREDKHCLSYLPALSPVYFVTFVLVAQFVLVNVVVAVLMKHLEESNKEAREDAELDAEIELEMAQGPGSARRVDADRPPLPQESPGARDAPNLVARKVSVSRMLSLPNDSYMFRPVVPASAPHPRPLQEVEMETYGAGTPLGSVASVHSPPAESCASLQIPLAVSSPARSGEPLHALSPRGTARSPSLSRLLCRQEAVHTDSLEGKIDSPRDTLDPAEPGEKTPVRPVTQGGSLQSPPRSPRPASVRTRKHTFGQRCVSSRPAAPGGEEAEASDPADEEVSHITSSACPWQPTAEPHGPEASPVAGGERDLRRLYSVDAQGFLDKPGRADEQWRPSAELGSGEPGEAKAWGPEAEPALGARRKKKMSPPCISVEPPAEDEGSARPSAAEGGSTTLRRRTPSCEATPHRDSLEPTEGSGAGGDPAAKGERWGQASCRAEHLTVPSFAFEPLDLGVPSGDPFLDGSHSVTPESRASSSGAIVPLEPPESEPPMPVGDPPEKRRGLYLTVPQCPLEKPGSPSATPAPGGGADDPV
Active calls of the source: *. Some of the compounds tested (hit frequency here may not be typical).

| SMILES | Cav32 inh |
| --- | --- |
| O=C(Cn1ncc2c(=O)oc3ccccc3c21)N1CCCN(Cc2ccccc2F)C1 | 0.97 |
| CCC(c1nnnn1C(C)(C)CC)N(CCCO)Cc1cc2cc(C)cc(C)c2[nH]c1=O (stereo unspecified) | -0.011 |
| Cc1cc(C)n2cc(CSc3nnc(-c4ccccc4)o3)nc2n1 | -0.3 |
| CC(C)N1C(=O)C2C(C(=O)NC3CCCCC3)C3C=CC2(O3)C1C(=O)NC1CCCCC1 (stereo unspecified) | -0.15 |
| CCCCCCCCCCCCCCCC(=O)OC[C@H](COP(=O)([O-])OCC[N+](C)(C)C)OC(=O)CCCCCCCCCCCCCCC | 0.14 |
| CC1(C)CC2(CCO1)OC(=O)CC2C(=O)NCc1ccccc1 (stereo unspecified) | 0.076 |
| C=CCOc1nc2c(c(=O)n(C)c(=O)n2C)n1Cc1ccccc1Cl | 0.13 |
| CN(C)c1ccc(C=NCC2(O)CCOC(C)(C)C2)cc1 (stereo unspecified) | -0.027 |
| O=C(CCc1ccc(S(=O)(=O)NC2CCCCC2)cc1)Nc1ccccc1 | -0.011 |
| O=C(c1cnc(-c2ccccc2)s1)c1ccc(Cl)cc1Cl | 0.047 |
| O=C(Nc1ccc(C(F)(F)F)cc1)C1CC(=O)N(c2ccc3c(c2)OCCO3)C1 (stereo unspecified) | 0.72 |
| CC(NC(=O)c1ccc(CS(=O)(=O)c2ccc(Cl)cc2)o1)c1ccc2c(c1)OCCO2 (stereo unspecified) | -2 |
| COc1c2ccoc2c(OCC=C(C)C)c2oc(=O)ccc12 | -1.6 |
| CCOc1cc(-c2nc(-c3ccccc3)c(-c3cc([N+](=O)[O-])ccc3C)[nH]2)ccc1O | -0.32 |
| C/C=C/COC(=O)c1[nH]c2c(c1C)C(=O)CC(c1ccc(N(C)C)cc1)C2 (stereo unspecified) | -2.6 |
| c1ccc(-c2c[nH]c3[n+]2CCCCC3)cc1 | 0.53 |
| Cc1cc(OCC(=O)Nc2ccc3c(c2)OCCO3)cc(C)c1Cl | -0.75 |
| O=C1c2ccccc2S(=O)(=O)c2cc(N3CCOCC3)ccc21 | -0.84 |
| COc1cc(NC(=O)CCc2ccccc2)c(C(=O)O)cc1OC | 0.6 |
| N#Cc1ccc(Nc2ccccc2)c(N)c1 | -0.53 |
| COc1ccc(N2CCN(C(=O)Cn3nnc(-c4ccc(OC)c(OC)c4)n3)CC2)cc1 | 0.13 |
| O=C(CSc1ncn[nH]1)Nc1ccc(S(=O)(=O)N2CCCC2)cc1 | 0.28 |
| CCOC(=O)c1c(NC(=O)CNCC(O)CO)sc(C)c1C (stereo unspecified) | 0.27 |
| COc1ccc(OC)c(NC(=O)CN(c2ccc(C)cc2)S(=O)(=O)c2c(C)noc2C)c1 | -1.9 |
| CCC1(CC)NC(=O)N(CC(=O)OCC(=O)Nc2ccc(C(F)(F)F)cc2)C1=O | 0.43 |
| CN1C(=O)c2ccc(NC(=O)C3CCCCC3)cc2C1=O | 0.92 |
| O=C(O/N=C\c1ccc(N2CCCCC2)c([N+](=O)[O-])c1)c1c(F)cccc1F | -2 |
| C=CCNS(=O)(=O)c1sccc1/C=N/O | 0.4 |
| CN(CC(=O)NC1CCCCC1)S(=O)(=O)c1cccc2nsnc12 | 0.78 |
| Cc1cccc(NC(=O)C2CCCN2C(=O)Oc2ccccc2)c1C (stereo unspecified) | -0.42 |
| O=C(Nc1c(-c2ccccc2)nc2sccn12)c1ccccc1 | 0.53 |
| COCCn1c(Cc2ccccc2)nnc1SCC(=O)NC(C)(C)C | -0.54 |
| Cc1sc(NC(=S)NC(=O)C(C)(C)C)c(C(N)=O)c1C | 0.044 |
| Cc1cc(NC(=O)COc2cccc(C)c2C)no1 | -0.23 |
| CCOC(=O)c1ccccc1NC(=O)Cn1cnc2c(cnn2-c2ccccc2)c1=O | -0.73 |
| CCCCCCNCc1cccc(Br)c1 | -0.23 |
| CCOc1cc(CNc2ccc(O)cc2)ccc1OCc1ccc(Cl)cc1Cl | -0.61 |
| Nc1c(Sc2ccccc2)c(=O)[nH]c(=O)n1Cc1ccccc1 | 0.7 |
| CN1CCN(c2ccc([N+](=O)[O-])cc2C(=O)c2ccc(Br)cc2)CC1 | -1.8 |
| COc1ccc(CCNC(=O)C2CC(c3cccc([N+](=O)[O-])c3)=NO2)cc1 (stereo unspecified) | 0.29 |
| CCCC(CCC(=O)OC)(C(=O)OCC)c1csc(N)n1 (stereo unspecified) | 0.35 |
| Cc1ccc(-n2c(SCC(=O)Nc3cc(C)on3)nc3c(c2=O)SC(C)C3)cc1 (stereo unspecified) | 0.53 |
| Nc1nonc1C(=O)NCCNCc1cc(Br)ccc1OCc1ccccc1F | -6.9* |
| O=C(NC1CC2CCCC(C1)N2C(=O)Nc1ccc(Cl)c(C(F)(F)F)c1)C1CC1 (stereo unspecified) | -5.7* |
| CCOC(=O)CSc1nnc(CNc2ccc(F)cc2)o1 | 0.53 |
| Cc1c(Cl)c([N+](=O)[O-])nn1CC(=O)NC(C)C1CC2CCC1C2 (stereo unspecified) | -8.2* |
| COc1cc(Cn2ccnc2)c(OC)cc1Cn1ccnc1 | 0.79 |
| Cc1[nH]n(-c2ccc(Cl)cc2)c(=O)c1C=Nc1ccc(S(=O)(=O)N2CCOCC2)cc1 | 0.46 |

Gathered by group, the compounds so far containing a tert-butyl group.
| SMILES | Cav32 inh |
| --- | --- |
| COCCn1c(Cc2ccccc2)nnc1SCC(=O)NC(C)(C)C | -0.54 |
| Cc1sc(NC(=S)NC(=O)C(C)(C)C)c(C(N)=O)c1C | 0.044 |

Other entries.
| SMILES | Cav32 inh |
| --- | --- |
| CCC(NS(=O)(=O)c1ccc(OC)cc1)C(=O)NCCC1=CCCCC1 (stereo unspecified) | -1.1 |
| O=C(NC1CC1)C1=C[C@@H](c2coc3ccccc3c2=O)C[C@@H](OCc2ccc(CO)cc2)O1 | 1.9 |
| [O-]C1=N/[N+](=C/c2ccc(Cl)cc2)CC1 | -0.48 |
| CCOC(=O)C1=C(C)NC2=C(C(=O)CCC2)C1c1cccnc1 (stereo unspecified) | -1.6 |
| COc1ccccc1NC(=O)CSc1nnc(Cc2ccccc2)o1 | 0.36 |
| CCc1cccc(C)c1NC(=O)CCCC(=O)O | 0.034 |
| O=C(CSc1nnnn1C1CCCC1)Nc1ccc(F)cc1 | 0.56 |
| Cc1nc2ccc(S(=O)(=O)NC(C(=O)N3CCn4c3nc3ccccc34)C(C)C)cc2s1 (stereo unspecified) | -0.67 |
| Cc1[nH]n2c(=O)c3c(nc2c1-c1ccccc1)CCC3 | 1 |
| COc1cc(OC)c(C#N)c(S(=O)(=O)Cc2ccccc2)c1 | 1.7 |
| COc1ccc(S(=O)(=O)NCCSCc2ccco2)cc1C | -2.8 |
| O=c1oc2ccccc2c(O)c1/C=C1\C=Nc2ccccc21 | 0.29 |
| CC1C2CC(C(S(=O)(=O)N3CCOCC3)C2=O)C1(C)C (stereo unspecified) | 1.1 |
| Cc1cc(O)c(C(C[N+](=O)[O-])c2ccc(Cl)cc2Cl)c(=O)o1 (stereo unspecified) | 0.92 |
| CNC(=O)C(C)NS(=O)(=O)c1ccc(F)cc1 (stereo unspecified) | -0.6 |
| CCOc1ccc(NC(=O)CCS(=O)(=O)c2ccc3c(c2)CCCN3C(=O)CC)cc1 | 0.21 |

A different layout for some results above:
Cav32 inh	compound
-2.6	C/C=C/COC(=O)c1[nH]c2c(c1C)C(=O)CC(c1ccc(N(C)C)cc1)C2 (stereo unspecified)
-0.61	CCOc1cc(CNc2ccc(O)cc2)ccc1OCc1ccc(Cl)cc1Cl

(more compounds)
| SMILES | Cav32 inh |
| --- | --- |
| Cc1ccc(NCc2nnc(SCC#N)o2)c(C)c1 | 0.023 |
| Cc1cccc(CSC2=NCCN2C(=O)c2ccco2)c1 | -0.67 |
| CCc1cc2cc(C(=O)N3CCN(Cc4ccccc4)CC3)sc2s1 | -4.8* |
| CN1CCN(NC(=O)CN2C(=O)/C(=C/c3ccccc3Cl)SC2=S)CC1 | 1.4 |
| CCN(CC)CCNCc1ccc(-c2ccc(Cl)cc2)o1 | 1.1 |
| COc1ccc(S(=O)(=O)N2CCN(Cc3ccccc3)CC2)cc1 | -0.0054 |
| CC1=C(C(=O)OC2CCCCC2)C(c2ccc(C)o2)C2=C(CCCC2=O)N1 (stereo unspecified) | -4 |
| CC(=O)c1c(C(C)=O)c(C)n(Cc2ccc(Cl)cc2)c1C | 0.016 |

The final four entries of the section before are carried over, then new ones follow.
SMILES	Cav32 inh
CCN(CC)CCNCc1ccc(-c2ccc(Cl)cc2)o1	1.1
COc1ccc(S(=O)(=O)N2CCN(Cc3ccccc3)CC2)cc1	-0.0054
CC1=C(C(=O)OC2CCCCC2)C(c2ccc(C)o2)C2=C(CCCC2=O)N1 (stereo unspecified)	-4
CC(=O)c1c(C(C)=O)c(C)n(Cc2ccc(Cl)cc2)c1C	0.016
O=C(CCc1ccccc1)Nc1ncn[nH]1	0.82
Cc1cccnc1Nc1nc(-c2ccc(O)cc2)cs1	-0.42
O=C(CSc1nnnn1C1CCCCC1)NCc1ccco1	0.016
Cc1cccc(OCC(=O)O/N=C(\N)c2ccccn2)c1	0.7
Cc1ccccc1-c1nc2cc(Cl)ccc2o1	0.42
Cc1ccc(C(=O)NCc2occc2C(=O)O)o1	-0.51
COc1ccc(N(Cc2ccco2)C(=O)c2ccccc2F)cc1OC	-2.8
COC(=O)C1=CN(C2CC2)C=C(C(=O)OC)C1c1ccccc1OC	-0.59
CCOC(=O)Cc1csc(NC(=O)CSc2nnc(-c3ccc(C)cc3)o2)n1	-1.6
CCNC(=S)NNC(=O)c1cccs1	1.1
CC(C)(C)OC(=O)NCCCC1=CC2=CC(=O)C(C)(OC(=O)c3ccco3)C(=O)C2=CO1 (stereo unspecified)	0.29
CCOC(=O)Cc1cc(=O)n2[nH]c(-c3ccc(C)cc3)cc2n1	0.6
CCC(NC(=O)c1ccccc1NC(=O)c1ccco1)C(=O)O (stereo unspecified)	0.51
COC(=O)c1ccc2c(=O)n(Cc3ccco3)c(SCC(=O)Nc3ccc(C)c(Cl)c3)nc2c1	-0.11
Cc1ccc(CSCC(=O)N2CCN(c3ccc(F)cc3)CC2)cc1	-2.4
O=C(NC1CCCC1)C(Cc1ccccc1)n1cccc1 (stereo unspecified)	0.36
COC(=O)c1c(NC(=O)c2ccnn2C)sc(C)c1C	-1.4
CCOC(=O)CON1C(=O)c2ccccc2C1=O	1.1
Cc1cccc(N(CC(=O)NC2CCCCC2)C(=O)CCC(=O)Nc2ccccn2)c1	-4.2*
Cc1nc2ccccc2c(=O)n1NC(=O)c1c(O)c2c(n(CC(C)C)c1=O)CCCC2	-11*
Cc1oncc1C(=O)NC(C)C	0.32
COc1cccc(C(=O)NNC2=CC(=O)CC(C)(C)C2)c1	0.69
O=C(O)c1ccc(N2CCCC2=O)cc1	0.46
Cn1c(=O)oc2cc(S(=O)(=O)Nc3cccc4c3CCCC4)ccc21	-1.1
N#CC1=C2SCC(O)(c3ccccc3)N2C(=O)CC1c1ccccc1 (stereo unspecified)	-3.1
NC(=O)C[C@@H]1N[C@]2(C(=O)Nc3ccccc32)[C@@H]2C(=O)N(C3CCCCC3)C(=O)[C@H]12	1.1
O=C(CSc1nn(-c2ccccc2)c(=S)s1)Nn1cnnc1	-0.6
COc1ccc(N2C(=O)CSC23CCC(C(C)(C)C)CC3)cc1 (stereo unspecified)	-1.2
COc1ccc(CN(C(=O)c2ccco2)c2ccccc2)cc1	-2.1
O=C1[C@@H]2C(Cc3ccc(O)cc3)NC3(C(=O)Nc4ccc(F)cc43)[C@@H]2C(=O)N1c1ccccc1 (stereo partly specified)	0.0016
Cc1ccc(N2CC(C(=O)NCCc3ccc(S(N)(=O)=O)cc3)CC2=O)cc1 (stereo unspecified)	-1.5
O=C(CN1C(=O)COc2ccccc21)Nc1ccc2c(c1)OCCO2	-0.075
CCCC(=O)Nc1ccc(N2CCN(C(=O)c3ccccc3C)CC2)cc1	0.9
O=C1CSCC(=O)N1c1ccccc1	1.3
O=C(Cc1ccccc1[N+](=O)[O-])NCc1ccccc1Cl	0.072
CCOC(=O)c1[nH]c2ccc(OC)cc2c1NC(=O)NC(C)C	1.2
COc1ccc(S(=O)(=O)N2CCC(C(=O)Nc3ccc(OC)c(OC)c3)CC2)cc1C	-0.26
Cc1cc(C)n2nc(SCC(=O)N(C)C)nc2n1	-0.14
Cc1ccc(C)c(N2CCN(S(=O)(=O)c3ccc4c(c3)CCC(=O)N4)CC2)c1	-2.9
C=CCn1c(CCCOc2ccc(Cl)cc2Cl)nnc1SCC(=O)Nc1nccs1	1.5
O=C(NCc1cccc(C(F)(F)F)c1)C1CCCN(c2ncccn2)C1 (stereo unspecified)	0.097
CCCCCCn1c(COc2ccccc2F)nnc1SCC(=O)N1c2ccccc2NC(=O)C1(C)C	-5.9*
CCOc1ccc2[nH]c(=O)c(CN(CCO)C(=O)CC)cc2c1	0.49
COc1ccc(NC(=S)NC(NC(=O)c2cccc(Cl)c2)C(Cl)(Cl)Cl)c([N+](=O)[O-])c1 (stereo unspecified)	-4.9*
O=C(c1ccccc1)C(Cn1cncn1)C(Sc1ccccc1)c1ccccc1 (stereo unspecified)	-3.6
CCOC(=O)c1c(C)[nH]c(N=Nc2ccc(C)cc2C)c1C	0.3
Cc1ccc(N=Cc2cccc(O)c2O)c(C)c1	0.063
COc1ccc(NC(=O)c2ccc3c(c2)OCO3)cc1Cl	0.42
COc1ccc(OCCCn2c(=O)oc3ccccc32)cc1	-0.43
CC1(C)SC(=S)N(Cc2ccc3c(c2)OCO3)C1N(O)C(=O)NC1CCCCC1 (stereo unspecified)	-2.3
COc1ccc(-c2cc(O)cc(O)c2)cc1	-0.97
CCOc1ccc(-n2nnnc2SCC(=O)c2ccccc2)cc1	0.53
CCC(C(=O)Nc1ncn[nH]1)(C(F)(F)F)C(F)(F)F	-0.039
CC1(C)COC(c2cc([N+](=O)[O-])ccc2Cl)=N1	0.41
Cc1oc(-c2cccs2)nc1CS(=O)CC(=O)NCCCOC(C)C (stereo unspecified)	0.98
COc1ccccc1OCC(=O)Nc1cccc(C(=O)N2CCOCC2)c1	0.16
COc1ccc(Cc2nnc(SCC(=O)NCC3CCCO3)o2)cc1 (stereo unspecified)	0.18
CC(=O)Oc1c(Cl)c(N2CCOCC2)c(OC(C)=O)c2ccccc12	-2.2
